# APOBEC3A inh: inhibitors of human APOBEC3A DNA deaminase. AID 493011. actives 0.41% (n = 330,000). P31941. recombinant A3A, FAM/TAMRA ssDNA deamination fluorescence. inhibition, % at 20 µM;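 active means at least 40% inhibition at 20 µM here, with at most 30% in a related deaminase screen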;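 further: plate controls were A3A with DMSO for no effect and wells lacking A3A enzyme for full effect; some results filed as inactive read as strong as hits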
# Target sequence (P31941 whole entry, looked up): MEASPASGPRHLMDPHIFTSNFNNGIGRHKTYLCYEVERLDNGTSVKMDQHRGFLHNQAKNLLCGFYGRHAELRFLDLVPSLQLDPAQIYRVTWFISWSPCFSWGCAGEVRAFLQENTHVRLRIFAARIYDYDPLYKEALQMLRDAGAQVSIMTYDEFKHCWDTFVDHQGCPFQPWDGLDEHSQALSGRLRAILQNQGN
# MIN6 prolif: induces beta-cell replication in MIN6 cells. MIN6 cells proliferation, ATPlite luminescence, 48 h; cells starved in 0.2% serum; 100% = growth in 10% serum. proliferation, % at 10 µM. actives 0.29% (n = 330,000). AID 2380;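 active means compounds whose signal lies at least 3.5 SD above the mean of all wells on their plate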;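 further: 0% = DMSO-treated cells in low-serum medium and 100% = 10% serum control; some compounds called inactive have numbers as strong as hits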
# hIAP block: human IAP inhibition; inhibition, % at 10 µM; actives 0.12% (n = 330,000); purified IAP, CDP-Star luminescence, 30 min;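 active means inhibition reaching a set limit with compound at 10 µM in the primary screen, cut at about 35% in these data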;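 further: plate controls were DMSO wells with enzyme for no effect and no-enzyme buffer wells for full effect; values of inactives mirror those of a sister screen read the other way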
# Target sequence (P09923 whole entry, looked up): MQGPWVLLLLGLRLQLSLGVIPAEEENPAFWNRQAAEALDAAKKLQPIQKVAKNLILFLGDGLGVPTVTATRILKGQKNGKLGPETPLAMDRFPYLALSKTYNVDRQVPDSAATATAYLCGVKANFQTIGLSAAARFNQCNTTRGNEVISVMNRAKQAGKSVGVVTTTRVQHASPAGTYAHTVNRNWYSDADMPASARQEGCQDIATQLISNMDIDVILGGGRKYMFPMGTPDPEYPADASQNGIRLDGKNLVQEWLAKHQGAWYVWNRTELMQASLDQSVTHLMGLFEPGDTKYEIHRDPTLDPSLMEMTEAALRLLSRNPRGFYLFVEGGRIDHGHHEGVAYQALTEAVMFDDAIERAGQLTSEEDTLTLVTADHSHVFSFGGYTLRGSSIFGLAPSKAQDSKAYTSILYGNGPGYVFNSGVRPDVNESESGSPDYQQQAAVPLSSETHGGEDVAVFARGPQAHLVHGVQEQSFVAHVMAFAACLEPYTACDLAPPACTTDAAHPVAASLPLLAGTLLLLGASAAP
# APOBEC3G inh: inhibitors of human APOBEC3G DNA deaminase; AID 493012; actives 0.28% (n = 330,000); inhibition, % at 20 µM; recombinant A3G, ssDNA deamination FAM/TAMRA fluorescence;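 active means inhibition of at least 40% at 20 µM, with no more than 30% in the related APOBEC3A deaminase screen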;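 further: plate controls were DMSO wells with A3G for no effect and wells lacking A3G enzyme for full effect; some compounds called inactive have numbers as strong as hits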
# mIAP activ: mouse IAP activation; muIAP, CDP-Star luminescence, 30 min; stronger effect = higher value; 1 = vehicle-only enzyme signal, 0 = enzyme-free wells; activation factor at 10 µM; actives 0.24% (n = 330,000); AID 2805;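 active means activation factor of at least 2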; further: the source names both 10 and 20 µM as test concentration; values of inactives mirror those of a sister screen read the other way
#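 System: Mouse IAP enzyme | Also added: CDP-Star substrate | Dosing: Compounds dispensed in DMSO | Schedule: 30 min enzyme-substrate-compound incubation at room temperature | Technique: Chemiluminescence readout | Control set: DMSO-only wells and no-enzyme negative control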
# NR3A LBD binder: NR3A (human) ligand-binding domain modulation | NR3A LBD differential scanning fluorimetry, Tm shift; 0% = protein alone, 100% = glycine-bound protein | Tm shift relative to glycine control, % at 25 µM | actives 2.5% (n = 340,000) | AID 1259313;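 active means melting temperature shift of at least 10% of the positive control shift, at one fixed dose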
# hIAP act: human IAP activation. purified human IAP, CDP-Star luminescence, 30 min; stronger effect = higher value; 1 = vehicle-only enzyme, 0 = enzyme-free background. activation factor at 10 µM. P09923. actives 0.16% (n = 330,000);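 active means activation factor of the enzyme at least 2-fold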; further: the source names both 10 and 20 µM as test concentration; values of inactives mirror those of a sister screen read the other way
# mIAP inh: blocks mouse intestinal alkaline phosphatase; actives 0.2% (n = 330,000); inhibition, % at 10 µM; purified mouse IAP, CDP-Star luminescence, 30 min;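 active means inhibition of at least 40% at 10 µM in the primary screen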;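 further: plate controls were DMSO with enzyme for no effect and no enzyme wells for full effect; values of inactives mirror those of a sister screen read the other way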
# MPTP inh: blocks calcium-induced mitochondrial swelling; isolated mouse mitochondria, Ca2+ swelling absorbance, 30 min; inhibition, % at 10 µM; actives 1.4% (n = 360,000); AID 602449;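 active means inhibition of 50% or more, scaled per plate between neutral and stimulator controls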;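 further: 0% = DMSO wells given calcium and 100% = 1 mM EGTA wells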
# Numbers without * were called inactive; + = active, no number.
SMILES,APOBEC3A inh,MIN6 prolif,hIAP block,APOBEC3G inh,mIAP activ,NR3A LBD binder,hIAP act,mIAP inh,MPTP inh
CC1(C)C(C(=O)O)N2C(=O)C(NC(=O)Cc3ccccc3)C2S1=O (stereo not given),-4,-1,2,-7,1,-1,0.98,-1,-0.3
CCc1ccccc1N1C(=O)C2C3CC(=O)C(c4ccccc43)C2C1=O (stereo not given),-2,-1,-1,-7,0.97,1,1,3,0.3
Cc1ccc(C)c(C(=O)Nc2nc3ccccc3[nH]2)c1,1,0,-37,-3,1,0,1.4,0,-0.6
Cc1oc2c(C)c3oc(=O)c(CCC(=O)O)c(C)c3cc2c1-c1ccccc1,-3,-5,4,-9,0.99,1,0.96,1,4.4
O=C(NCC1CCCO1)c1cc(Br)c(Br)s1 (stereo not given),-3,-2,-7,-5,0.93,0,1.1,7,-0.9
O=C(Oc1cccc(C(=S)N2CCOCC2)c1)c1ccccc1,0,0,0,-3,0.96,0,1,4,11
COCCn1c(SCC(=O)Nc2ccccc2F)nc2c(c1=O)SCC2,-4,-5,-24,-1,0.95,2,1.2,5,-1.4
CSc1ncccc1C(=O)Nc1cccc(S(=O)(=O)N2CCCCC2)c1,-2,-3,-7,-12,1,2,1.1,-5,-2.0
Cc1cc(-c2csc(NC(=O)c3ccc(C#N)cc3)n2)c(C)n1Cc1ccco1,4,0,1,7,0.59,4,0.99,41*,-0.4
O=C(COC(=O)C1COc2ccccc2O1)Nc1cccc(F)c1 (stereo not given),3,0,-2,-1,1,0,1,0,-2.5
Cn1c(C(=O)N2CCN(C(=O)c3ccco3)CC2)cc2c(=O)n(C)c3ccccc3c21,0,0,2,-3,0.95,1,0.98,5,-1.5
COc1cc(CC(=O)OCC(=O)c2ccc[nH]2)cc(OC)c1OC,3,-5,-19,0,0.99,2,1.2,1,-0.8
COC(=O)Cn1c(CN(Cc2ccccc2)Cc2ccccc2)nc2c1c(=O)[nH]c(=O)n2C,3,1,8,-3,0.97,-1,0.92,2,-2.0
O=C(Nc1ccc(S(=O)(=O)Nc2ccccn2)cc1)c1cccc(Cl)c1,-3,0,6,-9,0.93,-5,0.94,7,0.8
Cc1cc(C)c([C@@H]2C[C@H]3CN(C4CCCC4)C(=O)[C@]34CCCN24)c(-n2cccn2)c1,-5,-3,0,-6,1,-2,1,0,1.0
Cc1ccsc1C1Nc2ccccc2C(=O)N1O (stereo not given),-1,0,-24,5,0.95,0,1.2,5,-0.4
CC(C)N(Cc1ccccc1)C(=S)Nc1ccc(F)cc1,1,-3,14,-15,0.91,-1,0.85,9,1.0
COC(=O)CSc1ccc2nnc(CCNS(=O)(=O)c3ccc(C)cc3)n2n1,1,0,10,-9,0.97,-1,0.9,3,-1.7
Cc1sc2ncnc(SCC(=O)NNC(=O)c3ccco3)c2c1C,-4,3,0,-4,0.87,0,1,13,0.8
CCOc1ccc(-c2nnn(CC(=O)NCc3ccccc3)n2)cc1,0,-1,0,-6,0.97,-1,1,3,-2.4

# Grouped by structure, the compounds so far with a halogen (five)
SMILES,APOBEC3A inh,MIN6 prolif,hIAP block,APOBEC3G inh,mIAP activ,NR3A LBD binder,hIAP act,mIAP inh,MPTP inh
O=C(NCC1CCCO1)c1cc(Br)c(Br)s1 (stereo not given),-3,-2,-7,-5,0.93,0,1.1,7,-0.9
COCCn1c(SCC(=O)Nc2ccccc2F)nc2c(c1=O)SCC2,-4,-5,-24,-1,0.95,2,1.2,5,-1.4
O=C(COC(=O)C1COc2ccccc2O1)Nc1cccc(F)c1 (stereo not given),3,0,-2,-1,1,0,1,0,-2.5
O=C(Nc1ccc(S(=O)(=O)Nc2ccccn2)cc1)c1cccc(Cl)c1,-3,0,6,-9,0.93,-5,0.94,7,0.8
CC(C)N(Cc1ccccc1)C(=S)Nc1ccc(F)cc1,1,-3,14,-15,0.91,-1,0.85,9,1.0

# The listing continues:
SMILES,APOBEC3A inh,MIN6 prolif,hIAP block,APOBEC3G inh,mIAP activ,NR3A LBD binder,hIAP act,mIAP inh,MPTP inh
Cc1ccc(NC(=S)N(CCCN2CCCC(C)C2)Cc2ccco2)cc1C (stereo not given),-3,-5,-8,-4,1,-3,1.1,-2,-0.4
CC1CCCN(C(=O)NC(=O)c2ccc(Cl)cc2)C1 (stereo not given),1,3,-29,-2,0.96,-1,1.3,4,-0.5
CCCN1CCN(C(=O)c2ccc(Sc3ccc(C)cc3)c(NC(C)=O)c2)CC1,-7,1,18,-8,0.98,-1,0.82,2,-0.8
O=C(Nc1nc(-c2cc3ccccc3o2)cs1)c1ccc(S(=O)(=O)N2CCCC2)cc1,-7,-6,12,-2,0.93,-2,0.88,7,63*
Cc1ccc(Oc2ccc(OCC(=O)NC(CC(C)C)C(=O)O)cc2)cc1 (stereo not given),2,0,3,-13,0.89,1,0.97,11,-0.4
Cc1cc(CCCCCCCCc2cc(C)cc(=O)o2)oc(=O)c1,-5,0,13,-3,0.93,-1,0.87,7,2.6
Cc1ccc(-n2nnnc2SCC(=O)Nc2cccc(NC(=O)c3ccco3)c2)cc1C,-3,-2,11,-3,1.1,3,0.89,-5,-0.4
COc1ccc(-n2c(C)cc(=O)c3c2CC(C)(C)CC3=O)cc1,-1,0,-4,-1,0.97,0,1,2,0.6
CC(=O)C1=C(c2ccccc2)NC(=S)NC1c1ccc(O)c(O)c1 (stereo not given),4,-5,-5,5,0.66,2,1.1,34,-0.5
Cn1c(CN2CCOCC2)nnc1SCc1ccc(C#N)cc1,-3,-1,12,-7,0.93,-4,0.88,7,0.0
NC1=NC(=O)/C(=C/c2ccc(OCC(=O)O)cc2)S1,-2,0,15,-7,0.98,2,0.85,2,-1.3
CCCNC(=O)N1CCN(Cc2ccco2)CC1,-1,5,-15,1,1.1,-1,1.2,-9,-0.6
COc1ccccc1N1CCN(C2CCCN(C(=O)c3cscn3)C2)CC1 (stereo not given),-7,-2,10,-6,0.9,4,0.9,10,-1.4
O=C1C2C3C=CC(CC3)C2C(=O)N1c1ccc(Cl)cc1 (stereo not given),-5,0,8,-5,1.1,2,0.92,-10,0.3
CN(C)S(=O)(=O)c1ccc2c(c1)C(CC(=O)O)OC2=O (stereo not given),-4,-1,-9,-5,1,-2,1.1,-4,-1.4
COc1ccc(CN2CCN(S(=O)(=O)c3ccc(F)cc3)CC2)c(OC)c1OC,-1,-2,-24,-4,1.1,2,1.2,-6,-1.7
Cc1nnc(SCC(=O)NCC2CCCO2)n1Cc1ccccc1 (stereo not given),-6,-1,-10,-7,0.97,-1,1.1,3,0.4
Cc1cc(Br)cc2c1NC(=O)C2(O)CC(=O)c1ccco1 (stereo not given),-4,2,14,-4,0.96,-2,0.86,4,-3.1
COc1ccc(/C=N/NC(=O)c2cccnc2)cc1COc1ccc(NC(C)=O)cc1,-3,0,3,-4,1,-1,0.97,-1,0.4
CN(C)C(=O)/C(=C\c1cccc(Oc2ccccc2)c1)NC(=O)c1ccccc1,1,0,20,0,1,-2,0.8,-4,8.8
O=C(COC(=O)C1CCN(S(=O)(=O)c2ccc3c(c2)OCCO3)CC1)Nc1cccc2ccccc12,0,-2,-18,-6,1.3,-1,1.2,-34,-0.7
CC(C)C1Nc2ccc(S(N)(=O)=O)cc2C2C=CCC21 (stereo not given),0,0,10,15,0.52,2,0.91,48*,1.0
COc1ccc(C(c2sc3nc(C)nn3c2O)N2CCC(O)CC2)cc1OC (stereo not given),2,4,0,1,0.99,2,1,1,0.7
CCN(CC)S(=O)(=O)c1cc(NC(=O)CSc2nccn2C)ccc1C,2,-2,13,-5,1.1,-2,0.87,-11,-0.3
COc1ccc(NC2CCCN(C(=O)c3ccc4nc(C)c(C)nc4c3)C2)cc1OC (stereo not given),-9,5,-7,-4,0.97,1,1.1,3,0.3
CCC(=O)N1c2ccccc2NC2=C(C(=O)CCC2)C1c1ccco1 (stereo not given),1,0,8,-7,1,-2,0.92,-1,-2.2
CCOC(=O)/C=C/C(=O)Nc1ccc(S(=O)(=O)N2CCc3ccccc32)cc1,-5,-5,-8,-8,0.86,0,1.1,14,0.0
CCCCCC(=O)NC(=S)Nc1ccc(N2CCOCC2)cc1,-1,-3,-4,-1,0.89,0,1,11,1.5
CCCC[C@H](CN(N=O)[C@@H](Cc1ccccc1)CN(C)N=O)N(CCc1ccccc1)N=O,9,-7,13,4,1,-13,0.87,-3,0.9
COc1cc(NC(=O)CN2C(=O)NC(C)(c3ccc4ccccc4c3)C2=O)c(C)cc1[N+](=O)[O-] (stereo not given),1,-4,0,-5,0.97,6,1,3,0.1
Cn1nc(C(F)(F)F)c(C(=O)Nc2ccc(Cl)cc2)c1Cl,2,6,-3,-9,0.95,2,1,5,1.4
CCCc1nc(NCc2ccccn2)c2nnn(Cc3ccccc3F)c2n1,1,-4,-15,-4,1.1,-1,1.2,-7,6.6
CC1(C)CC(CC(=O)O)CC(C)(C)N1,1,-1,-10,-3,0.98,-1,1.1,2,-0.5
CCOc1ccc(OCC)c(S(=O)(=O)NCCOC23CC4CC(CC(C4)C2)C3)c1,1,-4,-7,-2,1,1,1.1,-5,4.9
Cc1ccsc1C(=O)Nc1ccc(S(=O)(=O)N2CCOCC2)cc1,-4,-3,13,-7,0.98,6,0.87,2,-2.9
COc1ccc(CNC(=O)[C@@H](C)NC(=O)C2CCN(C(=O)[C@@H](N)CCSC)CC2)cc1,0,-3,-8,14,1.1,-1,1.1,-6,-0.1
NC(=O)c1ccc2c(c1)S(=O)(=O)c1ccccc1C2=O,-4,-2,-8,-5,0.97,4,1.1,3,-1.0
CC1OC2(OC1C)C(=O)Nc1ccccc12 (stereo not given),0,-1,-10,-5,1.2,-1,1.1,-18,+
CS(=O)(=O)N(CC(=O)N1CCN(c2ccccc2F)CC1)c1ccc2c(c1)OCCO2,-3,-1,18,-5,0.93,0,0.82,7,1.9
CCCCOC(=O)c1ccc(O)cc1,2,-2,-11,3,1,4,1.1,-2,-1.1
CCCCn1c(SCC(=O)NC2CCS(=O)(=O)C2)nc2cc(S(N)(=O)=O)ccc21 (stereo not given),3,1,-7,-10,0.98,0,1.1,2,-1.2

# Rewritten bar-delimited: part of the list above
structure | APOBEC3A inh | MIN6 prolif | hIAP block | APOBEC3G inh | mIAP activ | NR3A LBD binder | hIAP act | mIAP inh | MPTP inh
CS(=O)(=O)N(CC(=O)N1CCN(c2ccccc2F)CC1)c1ccc2c(c1)OCCO2 | -3 | -1 | 18 | -5 | 0.93 | 0 | 0.82 | 7 | 1.9
CCCCOC(=O)c1ccc(O)cc1 | 2 | -2 | -11 | 3 | 1 | 4 | 1.1 | -2 | -1.1

# Compound activity (PubChem BioAssay)
